Compound activity as filed in PubChem BioAssay.
Glyco luc inh = N-linked glycosylation inhibition; D54 ERlucT glycosylation luciferase reporter, 24 h; percent of 100 nM tunicamycin response; AID 588692; 360,000 compounds, 0.23% hits; reporter increase, % at 12.5 µM;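 active = mean luciferase reporter signal, scaled so untreated is 0 and the glycosylation-blocking control 100, at or above a set limit in every replicate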;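 also: luciferase carries N-glycosylation sites so blocking glycosylation raises the light; 0% = median of neutral control wells and 100% = median of 100 nM tunicamycin wells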
MC4R barr agon = activates human MC4R beta-arrestin recruitment | 360,000 compounds, 0.98% hits | P32245 | activation, % at 8.9 µM | AID 540308 | U2OS MC4R beta-arrestin complementation, luminescence; percent of melanotan II response, DMSO zero;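 active = activation above a per-plate cutoff, the mean activation of sample wells on that plate plus 3 SD, cut at about 8% in these data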
ABCB6 inh MLPCN = blocks the human ABCB6 transporter; Q9NP58; K562-ABCB6 porphyrin accumulation, flow cytometry, 1 h; active compounds read low; fluorescence ratio to DMSO, % at 10 µM; 360,000 compounds, 0.19% hits;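 active = fluorescence ratio to DMSO below 75%, the collection mean minus 3 SD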;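 also: signal is porphyrin accumulated inside mitochondria; 100% equals median channel fluorescence of DMSO control wells; lower ratio means ABCB6 inhibition with less porphyrin fluorescence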
HTR2A ag = agonists of mouse serotonin 5-HT2A receptor (HTR2A). 360,000 compounds, 0.66% hits. AID 624169. CHO-K1 mHTR2A beta-arrestin complementation, luminescence; percent of 30 µM serotonin response. activation, % at 7.6 µM. P35363;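 active = activation above a run cutoff, the mean activation of all tested compounds plus 3 SD, cut at about 14% in these data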;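 also: 0% = plate median of compound wells and 100% = 30 µM serotonin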
TLR9-MyD88 block = blocks human TLR9 binding to MyD88. CHO BLA complementation TLR9-MyD88, CCF4 FRET ratio. inhibition, % at 4.98 µM. 340,000 compounds, 0.21% hits. AID 504734;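 active = inhibition above the mean over all tested compounds plus 3 SD, cut at about 21% in these data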;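 also: 0% = DMSO only wells and 100% = clavulanate BLA inhibitor control wells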
Cardio protect = modulators protecting cardiomyocytes from myocardial damage | protection from H2O2 cell death, % at 20 µM | 360,000 compounds, 0.63% hits | H9c2 cardiomyocytes, H2O2 injury protection, ATPLite, 2 h;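 active = compounds giving at least 50% protection of heart cells from peroxide-induced death in the single-dose screen, raw or plate-pattern-corrected value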;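 also: 0% = DMSO wells with peroxide and 100% = DMSO wells without peroxide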
SRC2 inh = human SRC2 (NCOA2) inhibition. AID 651957. 370,000 compounds, 0.17% hits. HEK293 GAL4-SRC2 luciferase reporter, luminescence. Q15596. inhibition, % at 9 µM;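 active = inhibition above the mean inhibition of all tested compounds plus 3 SD, set per campaign, cut at about 52% in these data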;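 also: 0% = DMSO treated cells and 100% = cells given Gossypol at 36 µM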
NOD2 RIPK2 PPI = blocks binding of human NOD2 to RIPK2; O43353; inhibition, % at 4.98 µM; CHO BLA complementation NOD2-RIPK2, CCF4 ratio; 360,000 compounds, 0.38% hits; in the data active = inhibition above about 21%;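 also: 0% = vehicle only and 100% = reference blocker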
ABHD5-PLIN5 inh = ABHD5-PLIN5 protein interaction inhibition; Split G. princeps luciferase complementation, luminescence, 4 h; Q00G26+Q8WTS1; 360,000 compounds, 0.78% hits; inhibition, % at 4 µM; AID 602281;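 active = inhibition above the mean inhibition across every tested compound plus 3 SD, cut at about 22% in these data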;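 also: 0% = DMSO only wells and the 100% control is not disclosed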
Target sequence (Q00G26 whole entry, looked up): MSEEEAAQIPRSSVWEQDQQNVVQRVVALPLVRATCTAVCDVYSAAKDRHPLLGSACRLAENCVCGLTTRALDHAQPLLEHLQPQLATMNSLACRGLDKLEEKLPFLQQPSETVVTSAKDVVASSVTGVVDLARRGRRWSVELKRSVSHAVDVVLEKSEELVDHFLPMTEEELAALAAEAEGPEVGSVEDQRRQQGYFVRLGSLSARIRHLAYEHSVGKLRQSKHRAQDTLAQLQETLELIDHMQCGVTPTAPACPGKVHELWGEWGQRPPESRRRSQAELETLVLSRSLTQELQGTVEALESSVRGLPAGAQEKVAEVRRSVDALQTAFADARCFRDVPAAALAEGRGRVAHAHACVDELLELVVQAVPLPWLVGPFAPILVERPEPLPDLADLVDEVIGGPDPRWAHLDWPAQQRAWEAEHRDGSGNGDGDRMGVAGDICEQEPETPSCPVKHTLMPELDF
Target sequence (Q8WTS1 whole entry, looked up): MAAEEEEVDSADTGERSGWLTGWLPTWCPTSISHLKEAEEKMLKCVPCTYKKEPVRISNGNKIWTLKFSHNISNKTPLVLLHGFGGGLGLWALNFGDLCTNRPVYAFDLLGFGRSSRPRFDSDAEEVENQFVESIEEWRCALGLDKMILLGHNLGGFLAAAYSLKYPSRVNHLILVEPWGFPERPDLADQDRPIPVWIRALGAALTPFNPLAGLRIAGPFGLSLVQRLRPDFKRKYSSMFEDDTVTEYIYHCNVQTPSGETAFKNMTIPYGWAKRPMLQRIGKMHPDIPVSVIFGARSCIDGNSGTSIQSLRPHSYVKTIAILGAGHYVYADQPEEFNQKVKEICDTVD
MC4R antag cAMP = blocks human MC4R cAMP signaling | MC4R-expressing cells, MTII-stimulated cAMP, LANCE TR-FRET | inhibition, % at 6.5 µM | 360,000 compounds, 0.48% hits | AID 540295;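 active = inhibition above its plate's cutoff, the mean of tested wells on that plate plus 3 SD, cut at about 29% in these data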;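 also: 0% = Melanotan II alone and 100% = Melanotan II plus saturating MCL0020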
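System – human MC4R-expressing U2OS cells · Also added – Melanotan II · Dosing – one concentration, 6.5 µM nominal · Timing – 30-min compound, 1-h challenge, 1-h detection, room temperature · Measured by – Eu-cAMP/anti-cAMP TR-FRET, emission 671 nm · Replicates – singlicate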
Active calls of the source: *; . = not tested or not shown. The list is partial; the hit share may differ from the screen's.

SMILES	Glyco luc inh	MC4R barr agon	ABCB6 inh MLPCN	HTR2A ag	TLR9-MyD88 block	Cardio protect	SRC2 inh	NOD2 RIPK2 PPI	ABHD5-PLIN5 inh	MC4R antag cAMP
CCOc1ccc(S(=O)(=O)Nc2ccc(C(=O)NCC(c3ccco3)N3CCCCC3)cc2)cc1 (stereo not given)	-2	-2.7	101	-16	-2	-1	10	6	-16	19
Cc1cccc(C)c1OCC(=O)N(Cc1ccc(N(C)C)cc1)C1CCS(=O)(=O)C1 (stereo not given)	2	-2.1	97	0	-1	-1	-17	1	-5	2
COc1ccc(NC(=O)N(C)C[C@H]2Oc3ccc(NC(=O)C4CCCCC4)cc3C(=O)N([C@H](C)CO)C[C@@H]2C)cc1	5	-2.9	93	3	4	-1	-6	-12	-1	-4
Cc1nn(-c2cc(N3CCOCC3)ccc2[N+](=O)[O-])c(=O)c2ccccc12	-1	-2.5	100	-3	-1	2	15	-8	0	11
Cc1cc(NC(=O)C2CC(c3ccc(F)cc3)=NO2)no1 (stereo not given)	0	-0.8	102	10	5	-1	0	7	2	3
COc1ccc(C(=O)NCc2cccnc2)cc1Br	-1	-1.4	96	-3	4	1	2	0	1	-1
O=C(c1nc2ccccn2c1CNCCCn1cccn1)N1CCCC1	0	-0.7	98	-4	4	-2	-13	-8	-3	6
O=c1cc(NCC2CCCO2)[nH]c(=O)n1-c1ccc(Cl)cc1 (stereo not given)	0	-1.8	99	-1	-15	-5	2	-1	7	2
CCc1ccc(NC(=O)CCc2c(C)nn(-c3ccc(N4CCCCC4)nn3)c2C)cc1	-2	-0.5	85	1	-2	-1	-29	-2	-9	-3
COc1ccc(CNS(=O)(=O)c2ccc(-c3cnc(C4CC4)o3)cc2)cc1	-2	-1.7	97	4	-13	-10	7	13	-7	8
Cn1c(NC(=O)C[n+]2cc(-c3ccc(F)cc3)n3c2CCC3)cc(=O)n(C)c1=O	1	0.3	97	15*	7	11	23	2	2	5
Fc1cccc(NC(=S)N2CCCC2)c1	2	-1.8	86	-1	4	0	-16	-4	-2	3
COc1ccccc1NC(=O)COc1ccc(/C=N/NC(=O)c2cccnc2)cc1	0	-2.0	94	-1	12	51*	-19	1	-9	1
CC(=O)NC1(c2nnnn2CCOC(=O)Nc2ccc(Cl)cc2)CCCCC1	-2	-2.3	99	-5	4	-4	-13	0	0	6
COc1ccc(C(CC(=O)c2ccccc2)C2CCCCC2=O)cc1 (stereo not given)	-2	1.8	101	-4	-10	-3	0	-13	-9	6
CC(C(=O)c1ccccc1)C(O)c1ccccn1 (stereo not given)	0	0.1	97	-2	-4	1	-32	-16	-4	9
CCc1cccc2c(C(=O)C(NCCOC)c3ccccc3)c[nH]c12 (stereo not given)	0	-1.5	96	0	-5	-6	9	3	4	9
CSc1ccc(NC(=O)N2CC=C(n3c(=O)[nH]c4ccccc43)CC2)cc1	9	-2.7	100	0	3	-3	-21	2	7	-6
CCOc1ccccc1NC(=S)Nc1ccc(S(N)(=O)=O)cc1	-1	-1.9	96	-3	-4	0	21	-11	2	7
Cc1ccc(C(=O)NC2CCCCCC2)cc1S(=O)(=O)N1CCOCC1	-1	1.8	99	2	-19	-5	-32	-4	12	-1
CC1Cc2nc(SCC(=O)NCC3CCCO3)n(-c3ccccc3)c(=O)c2S1 (stereo not given)	0	0.2	100	0	3	-9	-17	-2	-3	4
Cc1cccc(NC(=O)C2CCCN(S(=O)(=O)c3ccc4[nH]c(=O)ccc4c3)C2)c1 (stereo not given)	-1	-0.7	99	-3	1	10	-15	2	-4	4
O=[N+]([O-])c1ccc(N=Nc2ncc[nH]2)cc1	-1	-2.7	324	-8	11	-13	-39	-4	30*	-17
CCOc1cc(/C=N/NC(=S)Nc2ccccc2C(F)(F)F)ccc1OCC(=O)N1CCOCC1	1	1.1	101	2	-3	27	13	-9	6	-1
CS(=O)(=O)N1CCc2cc(-c3csc(NC(=O)Cc4cccs4)n3)ccc21	-6	1.4	95	6	7	-10	-8	-2	7	20
O=C(NCC(=O)N1CCN(c2ccccc2O)CC1)c1cccs1	2	0.9	94	1	0	5	-14	5	-17	3
O=C1c2oc3ccccc3c(=O)c2C(c2ccccn2)N1Cc1ccccc1 (stereo not given)	0	-1.1	102	-1	-6	14	0	-3	10	11
COc1ccc(CCN2CC(C(=O)Nc3ccc4c(c3)OCO4)CC2=O)cc1OC (stereo not given)	1	-1.8	93	1	0	3	24	3	6	10
CCOc1cc(C#N)c(NC(=O)c2cccnc2Cl)cc1OCC	2	0.8	93	2	0	1	-52	-5	4	10
CCc1noc(C)c1C(=O)N1CCCSC1=Nc1ccccc1C(C)C	-3	1.7	94	4	-4	-13	10	-2	6	-3
O=C(CCCC(=O)NN=Cc1ccc(Cl)cc1Cl)NN=Cc1ccc(Cl)cc1Cl	0	-0.7	92	4	6	10	-14	0	-1	-8
Nc1nc(NCc2ccco2)nc(NC2CCCCC2)c1[N+](=O)[O-]	-2	1.4	96	3	.	-5	-8	3	3	2
COc1ccc(CCNC(=O)c2cc3c(=O)n4ccccc4nc3n(CC3CCCO3)c2=N)cc1 (stereo not given)	6	-1.1	102	-2	1	5	-29	1	4	8
CCCN(CC(=O)Nc1ccccc1C)C(=O)CCCOc1ccc(Br)cc1	-1	-1.0	99	-1	6	-10	2	0	-1	5
CCN(c1cccc(C)c1)S(=O)(=O)c1c(C)[nH]c(C)c1C(=O)N1CCCCC1	-1	-2.2	98	-3	6	0	-27	-9	0	-3
O=C(NCC(c1cccs1)N1CCOCC1)c1cn(-c2ccccc2)nc1-c1ccc(Cl)cc1 (stereo not given)	-3	-2.9	91	-5	5	17	-9	4	1	2
CC1=C(C(N)=O)S(=O)(=O)c2ccccc21	1	-2.9	94	1	-11	-1	8	12	9	1
COC(=O)Cc1c(C)nc2nc(-c3ccccc3)[nH]n2c1=O	2	-1.2	98	-2	-3	0	-3	-7	-2	6
CCCC(=O)NC(=S)Nc1ccc(N2CCN(C(=O)c3cccs3)CC2)cc1	-2	1.3	99	5	-2	-13	-15	3	-1	27
CC(=O)NCCCc1c[nH]c2ccc(Cl)cc12	0	-0.3	99	-3	8	1	-32	1	7	3
COc1ccc(-n2ccnc2SCC(=O)Nc2cc(C)on2)cc1	9	-1.4	97	-3	2	-1	-35	2	0	-5
O=C(Nc1ccc(Cl)cc1C(=O)Nc1ccc(Br)cn1)c1ccco1	-6	1.3	97	-3	-5	-12	-5	-1	-3	19
COc1ccc(OC(C)C(=O)N(C)Cc2nc(-c3ccccc3)no2)cc1 (stereo not given)	-2	-2.5	97	5	-4	3	10	-6	-4	4
Cc1nc(NC(=O)CSc2nnc(Cn3nnc4ccccc43)n2C)sc1C	2	-0.9	97	4	10	8	9	-18	-3	1
Cc1cccc(CN2CCN(Cc3cccc(-n4cccn4)c3)CC2CCO)n1 (stereo not given)	1	1.4	100	-3	.	0	13	-4	2	1

Looked up above:
`CC(=O)NCCCc1c[nH]c2ccc(Cl)cc12` in ABHD5-PLIN5 inh reads 7
`Nc1nc(NCc2ccco2)nc(NC2CCCCC2)c1[N+](=O)[O-]` in Cardio protect reads -5

3 entries out of the list, arranged by number of heavy atoms, ascending:
SMILES	Glyco luc inh	MC4R barr agon	ABCB6 inh MLPCN	HTR2A ag	TLR9-MyD88 block	Cardio protect	SRC2 inh	NOD2 RIPK2 PPI	ABHD5-PLIN5 inh	MC4R antag cAMP
CC(=O)NCCCc1c[nH]c2ccc(Cl)cc12	0	-0.3	99	-3	8	1	-32	1	7	3
COc1ccc(-n2ccnc2SCC(=O)Nc2cc(C)on2)cc1	9	-1.4	97	-3	2	-1	-35	2	0	-5
CCN(c1cccc(C)c1)S(=O)(=O)c1c(C)[nH]c(C)c1C(=O)N1CCCCC1	-1	-2.2	98	-3	6	0	-27	-9	0	-3

(listing goes on)
SMILES	Glyco luc inh	MC4R barr agon	ABCB6 inh MLPCN	HTR2A ag	TLR9-MyD88 block	Cardio protect	SRC2 inh	NOD2 RIPK2 PPI	ABHD5-PLIN5 inh	MC4R antag cAMP
CCn1c(CNc2ccc(OC)cc2)nnc1SCC(=O)N1CCCc2ccccc21	0	-3.3	88	1	9	0	-10	-2	-2	6
Cc1ccc(OCC(=O)Nc2ccc([N+](=O)[O-])cn2)cc1C	1	3.7	107	4	-5	-5	-14	-2	2	2
O=C(NCC1CCCO1)C(=O)NCC(c1ccco1)N1CCN(c2ccccc2F)CC1 (stereo not given)	-1	1.1	105	8	-10	11	12	9	8	11
O=C1c2ccccc2S(=O)(=O)c2cc(C(=O)N3CCN(c4ncccn4)CC3)ccc21	1	-0.7	92	4	-6	4	-9	4	0	-2
CCC[C@@H]1CCCO[C@@](C(=O)NCc2ccc(S(C)(=O)=O)cc2)(C(F)(F)F)C1	2	-1.0	100	-1	-5	-7	15	7	7	11
CN(C(=O)Nc1cccc(C(F)(F)F)c1)C1CCCCC1	4	0.9	95	-3	7	1	-38	-5	-3	7
O=C(COc1ccc2c3c(c(=O)oc2c1)CCCC3)NCCN1CCOCC1	-1	-1.4	96	5	8	-2	.	-6	0	0
COCCNC(=S)N1CCC2CC1c1c(Cl)cccc12 (stereo not given)	0	0.9	96	-8	1	5	11	2	3	6
CCn1c(C)[n+](CC)c2ccc(C(=O)N(C)c3ccccc3)cc21	3	-0.9	101	-1	6	-1	7	8	0	9
CC1(c2ccc(Cl)cc2)NC(=O)N(CC(=O)Nc2ccc(N3CCCCC3)cc2)C1=O (stereo not given)	-4	6.0	97	-2	13	-5	9	10	-3	9
O=C(Cc1c(F)cccc1Cl)c1ccc(O)cc1O	1	1.0	96	-2	5	-8	-8	4	2	2
OCCC1CN(Cc2cc(F)ccc2F)CCN1CCCc1ccccc1 (stereo not given)	0	0.2	103	-6	-1	-3	9	-8	-4	-1
COc1ccc2c(c1)C(NC(C)=O)C(=O)N2CCc1ccccc1 (stereo not given)	1	-0.3	103	-1	1	-2	1	-5	-9	-4
Cc1cccc(NC(=O)c2ccc(CN3CCN(Cc4ccccc4)CC3)cc2)c1	1	-2.3	95	2	-1	1	13	2	-3	26
CCOc1ccc(C(C(=O)NC2CCCC2)N(C(=O)CNC(=O)c2ccco2)c2cccnc2)cc1 (stereo not given)	1	1.2	97	6	-4	-2	-1	-10	0	13
O=C(C=Cc1ccccc1)NCCNC(=O)C=Cc1ccccc1	0	0.8	112	4	6	-1	13	9	-2	-5
Cc1ccc2nc(N3CCOCC3)c3nncn3c2c1	0	-0.6	93	-6	-5	5	-12	5	5	0
Cc1cc(C)n2nc(C(=O)Nc3cc(S(=O)(=O)N4CCCCC4)ccc3C)nc2n1	-1	0.7	94	-2	-10	0	-11	1	-2	5
Cc1nnc(SCC(=O)N/N=C/c2cc(Cl)c(O)c(Cl)c2)s1	1	-0.8	97	-2	-6	4	-12	-4	-2	0
CCOCCC(=O)Nc1ccc2c(c1)c(=O)n(C)n2Cc1cccc(C(F)(F)F)c1	-1	0.6	108	9	.	-5	-4	6	12	9
CN(CC(=O)Nc1ccc(F)cc1)C(=O)CN1C(=O)NC2(CCCc3ccccc32)C1=O (stereo not given)	0	-2.7	101	0	-10	0	-3	-12	0	6
